Nrf2 activator: qHTS of Nrf2 Activators | AREc32 ARE-luciferase reporter (MCF7-derived line), luminescence, 24 h | Potency, µM (highest dose often 46.1 µM), for the others: top-dose activation, hits mostly activators | hit rate 0.31% among 410,000; further: potency means the concentration at half of the fitted maximal effect; % of control where 0% means no effect; nearly all actives have a fitted effect of over 65% in size
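Luminescent ARE reporter assay in AREc32_Fluc cells: overnight plating at 37 deg C, 24 hr compound incubation, Steady-Glo added, 30 min RT before reading.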
Mm-Cpn inhibitor: Inhibitors of TCP-1 ring complex (TRiC) of Methanococcus maripaludis (MmCpn): qHTS | Potency, µM (top dose mostly 76.9 µM), for the others: at the top dose activity, negative = inhibition, actives largely listed as inhibitors | hit rate 0.031% among 330,000 | AID 504842, 2011 | purified Mm-Cpn ATPase, ADP Transcreener TR-FRET | Chaperonin Mm-Cpn (Methanococcus maripaludis); further: potency means the concentration at half of the fitted maximal effect; on the % scale 0 is the no-effect control and ±100 the full control effect; nearly all actives have a fitted effect of over 80% in size
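Purified archaeal chaperonin (25 nM final) was preincubated with compound for 10 min at 37°C, then ATP (10 uM final) was added for 30 min at 37°C in Tris pH 7.4/KCl/MgCl2/DTT buffer. ADP was quantified by HTRF Transcreener TR-FRET.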
EPAC2 antagonist: qHTS for Antagonist of cAMP-regulated guanine nucleotide exchange factor 2 (EPAC2): primary screen; EPAC2 GEF exchange of Rap1B-BODIPY-GDP, fluorescence; Potency, µM (top dose mostly 114 µM), for the others: at the highest dose activity, negative = inhibition, hits mostly inhibitors; AID 720708, 2013; hit rate 0.18% among 360,000; further: potency means the concentration at half of the fitted maximal effect; on the % scale 0 is the no-effect control and ±100 the full control effect; nearly all actives have a fitted effect of over 45% in size; many of its hits are not listed in these tables
Target sequence (Q8WZA2 whole entry, looked up): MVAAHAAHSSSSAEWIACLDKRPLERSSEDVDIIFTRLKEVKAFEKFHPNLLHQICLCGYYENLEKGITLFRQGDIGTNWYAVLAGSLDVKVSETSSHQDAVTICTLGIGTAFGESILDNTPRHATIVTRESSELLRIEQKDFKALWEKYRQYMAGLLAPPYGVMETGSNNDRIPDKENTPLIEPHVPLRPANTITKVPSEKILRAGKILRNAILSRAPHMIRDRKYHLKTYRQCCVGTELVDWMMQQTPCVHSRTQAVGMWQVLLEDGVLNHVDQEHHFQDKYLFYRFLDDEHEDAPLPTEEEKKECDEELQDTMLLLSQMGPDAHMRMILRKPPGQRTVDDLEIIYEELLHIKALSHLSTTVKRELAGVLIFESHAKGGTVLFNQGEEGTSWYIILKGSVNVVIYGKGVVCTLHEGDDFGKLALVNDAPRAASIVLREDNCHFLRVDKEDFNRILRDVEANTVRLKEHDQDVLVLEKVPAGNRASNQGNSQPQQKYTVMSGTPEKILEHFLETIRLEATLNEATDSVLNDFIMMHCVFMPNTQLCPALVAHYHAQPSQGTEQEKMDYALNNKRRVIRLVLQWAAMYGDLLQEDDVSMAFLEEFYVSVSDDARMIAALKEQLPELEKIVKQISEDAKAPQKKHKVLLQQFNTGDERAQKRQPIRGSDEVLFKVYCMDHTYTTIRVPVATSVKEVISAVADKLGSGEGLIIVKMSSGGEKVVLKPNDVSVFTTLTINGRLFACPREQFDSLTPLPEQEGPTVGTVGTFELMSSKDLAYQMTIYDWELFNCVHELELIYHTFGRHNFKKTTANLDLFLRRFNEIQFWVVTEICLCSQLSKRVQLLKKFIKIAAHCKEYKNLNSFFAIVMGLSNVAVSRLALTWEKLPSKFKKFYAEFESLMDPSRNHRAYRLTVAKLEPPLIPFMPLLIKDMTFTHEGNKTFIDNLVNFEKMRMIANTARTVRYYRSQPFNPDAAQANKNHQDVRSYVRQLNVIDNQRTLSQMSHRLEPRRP
TGFb SMAD3 inh: qHTS for Inhibitors of TGF-b | HepG2 CAGA-GFP TGF-b/SMAD3 reporter, GFP fluorescence, 18 h; TGF-beta stimulated, 500 pg/mL final | Potency, µM (titrated, usually from 46.1 µM), without a hit: at the top dose activity, negative = inhibition, actives largely listed as inhibitors | hit rate 1.2% among 410,000 | AID 588855, 2011; further: potency means the concentration at half of the fitted maximal effect; on the % scale 0 is the no-effect control and ±100 the full control effect; nearly all actives have a fitted effect of over 65% in size
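HEPG2 CAGA-GFP, 1000 cells/well; 2 h settle, 37 C; cpd via pin tool; TGF-b 500 pg/mL final; 18 h, 37 C; GFP imaging ex488/em500-530; %Activity normalised to -TGF-b and +DMSO controls; CRC fit, curve class.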
CCT modulator: High-Throughput Screening for Modulators of Cytosolic Chaperonin Activity | purified chaperonin ATPase assay, HTRF ADP detection, 30 min | activity change, % (no concentration beside the values), hits read low | hit rate 0.3% among 360,000; in the data active means activity change below about -30%; further: on the % scale 0 is the no-effect control and ±100 the full control effect
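Enzyme 40 or 20 nM (batch-dependent) in Tris pH 7.4/KCl/MgCl2/DTT; cpd 76 uM single point; ATP 10 uM; 30 min 37 °C; Transcreener ADP HTRF detection, 30 min RT; ratio 665/615.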
Akt phos inh: HTS Assay for Inhibitors of Akt Phophorylation: Primary Screen | Neuro2A IGF-stimulated pAkt S473 HTRF, 20 min; active compounds read low | activity change, % for hits at 50 µM | hit rate 0.32% among 360,000; in the data active means activity change below about -80%; inconclusive means mostly about -51% to -80%; further: on the % scale 0 is the no-effect control and ±100 the full control effect
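Single-point screen (50 µM final compound) in Neuro2A cells stimulated 20 min with 6 nM IGF at 37 deg C. After lysis, Ser473-phosphorylated Akt read by HTRF (ex 330 nm, em 615/665 nm) as the 665/615 ratio.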
Nrf2 inh: Nrf2 qHTS screen for inhibitors; A549 ARE-Fluc reporter, luciferase luminescence, 18-24 h; Potency, µM (doses to about 46 µM), inactives show at the highest dose activity change, negative = inhibition, hits mostly inhibitors; hit rate 2.1% among 360,000; further: potency means the concentration at half of the fitted maximal effect; on the % scale 0 is the no-effect control and ±100 the full control effect; nearly all actives have a fitted effect of over 60% in size
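Concentration-response testing used A549 ARE_Fluc cells at 5000 cells/well. Following an 18-24 h compound incubation, viability was read by fluorescence (Ex 405/Em 525) and luciferase output by luminescence.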
EPAC2 ag: qHTS for Agonist of cAMP-regulated guanine nucleotide exchange factor 4 (EPAC2): primary screen; EPAC2 activation, biochemical qHTS; response scale: 100% = 6.5 mM cAMP response; hit rate 0.079% among 360,000; Potency, µM (series often up to 154 µM), for the others: top-dose activation, usual class: activators; further: potency means the concentration at half of the fitted maximal effect; nearly all actives have a fitted effect of over 50% in size
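Setup: EPAC2 100 nM, labeled Rap1B complex 250 nM, free GDP 50 uM. Compound titrations pinned in, brief spin, 5 min room temperature incubation. Kinetic fluorescence read over 30 min, normalized to 6.5 mM cAMP.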
A549 viability: Nrf2 qHTS screen for inhibitors: counterscreen for cytotoxicity; hit rate 0.16% among 390,000; A549 ARE-Fluc cells, CellTiter-Fluor viability, 18-24 h; Potency, µM (top dose mostly 46 µM), without a hit: at the highest dose activity change, negative = cytotoxicity, actives largely listed as inhibitors; further: potency means the concentration at half of the fitted maximal effect; on the % scale 0 is the no-effect control and ±100 the full control effect
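A549 ARE-Fluc cells in 5% FBS OPTI-MEM, 5000 cells/well, rested 2 h then exposed to compounds in concentration-response for 18-24 h at 37 °C. Viability by CellTiter-Fluor fluorescence (Ex 405/Em 525) after 30 min; luciferase luminescence (BugLite, 15 min, RT) read afterwards.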
Starred values were filed as active, the others as inactive; i = inactive; ? = inconclusive; . = not tested or not shown; & = joins results of further samples; [ ] = dose if it differs, or a comment. Unless noted, the call rests on the fitted dose curve; in most records, active means well fitted curve in the direction sought with a large enough effect; inconclusive means small, poorly fitted or top-dose-only effect, or another doubt; inactive means no such curve, though single readings can be large; an effect the other way counts as inactive or inconclusive. The list is partial; the hit share may differ from the screen's.

Each structure is followed by: Nrf2 activator	Mm-Cpn inhibitor	EPAC2 antagonist	TGFb SMAD3 inh	CCT modulator	Akt phos inh	Nrf2 inh	EPAC2 ag	A549 viability
> CCOc1cc(C(=O)Nc2c(C)ccc3nsnc23)cc(OCC)c1OCC
→ -0.1%	-2%	4%	22%	-0.3	i	27%	-16%	?
> CC(=O)c1c(C)[nH]c(C(=O)OCC(=O)Nc2cccc(S(=O)(=O)N(C)C)c2)c1C
→ -0.3%	1%	1%	0%	-3.6	i	?	5%	-4%
> CC(C)n1nnnc1C1c2ccccc2C(=O)N1CCOc1ccccc1 (centres undefined)
→ 7.2%	.	5%	.	1.5	i	.	11%	.
> Fc1ccccc1N1CCN(Cc2nc(-c3ccc(Cl)cc3Cl)no2)CC1
→ 0.3%	2%	-1%	-12%	1.5	i	3%	-2%	-7%
> CC1CN(C(=S)Nc2cccc(F)c2)CC(C)O1 (centres undefined)
→ -0.2%	0%	4%	10%	0.9	i	7%	7%	0%
> CCCCn1c(SCC(=O)Nc2nnc(C)s2)nnc1-c1ccoc1C
→ 0.0%	2%	6%	-4%	1.9	i	8%	1%	-7%
> O=C1C2CC=CCC2C(=O)N1c1ccc(N2CCN(c3ccccn3)CC2)c([N+](=O)[O-])c1 (centres undefined)
→ -0.3%	2%	4%	-23%	2.4	i	26%	11%	2%
> Cc1ccccc1NC(=O)COC(=O)CCc1ccccc1
→ 5.6%	3%	4%	7%	-0.3	i	14%	3%	1%
> CC/C(Cc1ccccc1)=N\NC(=O)c1cc([N+](=O)[O-])cc([N+](=O)[O-])c1
→ 9.4%	-1%	6%	-6%	-0.7	i	-2%	5%	9%
> CC(C)(C)c1ccccc1NC(=O)c1cc(-c2ccncc2)nc2ccccc12
→ 3.2%	-2%	2%	2%	-0.7	i	-13%	-7%	-3%
> CC(=O)Nc1ccc(NC(=O)CSc2nc(=O)n(CCCN3CCOCC3)c3c2CCC3)cc1
→ -1.2%	.	9%	7%	-0.8	i	.	3%	.
> COc1cc(/C=N/NC(=O)Cn2ccc(C(F)(F)F)n2)cc(OC)c1OC
→ 0.9%	0%	-5%	-10%	-1.2	i	-11%	7%	5%
> O=C(COC(=O)/C=C/c1ccc(Cl)c(Cl)c1)NC1CCS(=O)(=O)C1 (centres undefined)
→ 4.9%	-6%	4%	-13%	-2.0	i	-8%	7%	-5%
> CCC1CCCCN1Cc1c(O)ccc2c(=O)c(-c3ccccc3)coc12 (centres undefined)
→ 0.4%	-1%	3%	-1%	-4.8	i	6%	10%	-3%
> O=C(Nc1ccccc1NC(=O)c1ccc(F)cc1)c1ccc(F)cc1
→ -0.9%	1%	-1%	2%	0.1	i	9%	6%	-9%
> CCOc1cccc2cc(-c3nnc(NCc4ccc5c(c4)OCO5)s3)c(=O)oc12
→ 0.5%	2%	-2%	4%	-0.5	i	-21%	-11%	-2%
> Cc1cccc(N2CCN(c3nc4nonc4nc3N3CCSCC3)CC2)n1
→ -0.6%	-4%	-4%	4%	-3.8	i	?	4%	-8%
> CCOc1ccc(C(C)NC(=O)Nc2ccccc2C(=O)OC)cc1 (centres undefined)
→ -0.9%	2%	?	-19%	-1.2	i	.	-1%	14%
> C=CCn1c(C)cc(C(=O)COC(=O)c2n[nH]c(=O)c3ccccc23)c1C
→ 3.7%	1%	-9%	5%	0.4	i	?	0%	6%
> Nc1cc(=O)[nH]c(=O)n1Cc1ccccc1
→ 0.3%	0%	20%	?	0.0	i	-8%	10%	-1%
> CCN(Cc1cc2ccccc2[nH]c1=O)C(=O)C1CCCCC1
→ -0.1%	2%	-2%	-4%	-1.4	i	16%	-5%	-2%
> OC1c2cc(Cl)cc(Cl)c2N=C2CCCN21 (centres undefined)
→ -0.5%	.	11%	-28%	-0.7	i	.	4%	.
> Cc1cccc(N2CCN(c3nnc(C(F)(F)F)s3)CC2)c1
→ -0.1%	2%	-24%	-8%	-1.9	i	-24%	0%	-1%
> CCn1ncc(C2=NOC(C(=O)Nc3c(C)nn(Cc4ccc(F)cc4)c3C)C2)c1C (centres undefined)
→ -0.7%	1%	6%	-14%	-3.5	i	?	2%	-5%
> CCNS(=O)(=O)c1ccc(S(=O)(=O)N(Cc2ccccn2)C2CCCCC2)cc1
→ -0.7%	-1%	2%	-29%	-1.6	i	22%	2%	11%
> OCCNc1cc(-n2nc(-c3ccccc3)cc2-c2ccccc2)ncn1
→ -0.9%	-3%	-3%	-10%	0.9	i	1%	4%	-1%
> Cc1ccc(-c2nnc(Nc3ccc(CC(N)=O)cc3)c3ccccc23)cc1S(N)(=O)=O
→ -0.3%	1%	4%	?	-0.2	i	-13%	3%	1%
> Oc1ccc(Cl)cc1CNCc1cccc2ccccc12
→ 8.2%	0%	-24%	-10%	-2.9	i	-6%	17%	-3%
> Cn1cccc1/C=N/NC(=O)CNc1cccc2ccccc12
→ -0.3%	-5%	-6%	13%	-0.8	i	-18%	2%	1%
> Cc1onc(-c2ccccc2Cl)c1C(=O)NCCCc1ccccc1
→ -0.4%	0%	1%	4%	1.7	i	-5%	9%	-1%
> CCCOc1ccc(CNC(=O)Cn2c(=O)oc3ccccc32)cc1
→ 0.0%&0.6%	0%	4%	20%&3%	-2.0	i	?	-1%	3%&-4%
> CSc1cccc(NC(=S)N(Cc2ccc(C)cc2)Cc2ccccn2)c1
→ 0.2%	0%	-8%	-3%	-0.3	i	-1%	10%	-2%
> C=C(C)CN=CC1(C)CCC(C)=CO1 (centres undefined)
→ 1.7%	.	-5%	8%	0.5	i	1%	-3%	-11%
> CCOc1ccc(S(=O)(=O)NCc2ccncc2)cc1NC(=O)c1ccccc1
→ -0.1%	-1%	0%	?	1.3	i	0.46µM*	3%	-13%
> Cc1cccc(NC(=S)N2CCC(NC(=O)C3CCCCC3)CC2)c1
→ -0.5%	-1%	6%	30%	1.2	i	7%	4%	2%
> CCN1CCN(c2ccc(NS(=O)(=O)c3c(C)nc4sccn4c3=O)cc2Cl)CC1
→ 5.0%	.	.	?	.	.	?	.	0%
> CCCCNc1c([N+](=O)[O-])cc(C)cc1[N+](=O)[O-]
→ 0.3%	1%	2%	7%	-2.2	i	.	11%	-3%
> O=C(NCCn1cccn1)C1CCC(=O)N(CCc2ccccc2)C1 (centres undefined)
→ -0.3%	-2%	13%	-7%	-0.9	i	-3%	3%	0%
> O=C(COC(=O)c1cc(=O)[nH]c(=O)[nH]1)Nc1cccc(S(=O)(=O)N2CCOCC2)c1
→ -0.3%	0%	2%	-24%	-24	i	-2%	3%	0%
> O=C(CCS(=O)(=O)c1ccc2c(c1)NC(=O)CS2)NCCc1ccccc1
→ -0.9%	1%	2%	-2%	-0.8	i	-4%	8%	8%
> COCCCNc1nc2c(c(=O)[nH]c(=O)n2C)n1CC(O)COc1ccc(Cl)cc1 (centres undefined)
→ -1.7%	.	.	4%	.	.	14%	.	4%
> O=C(C[n+]1cc2ccccc2c2ccccc21)c1ccccc1
→ 5.5%	-1%	-4%	3%	-0.8	i	-26%	5%	-7%
> C/C(=N/N1CCN(Cc2cccc3ccccc23)CC1)c1cccnc1
→ -0.6%	2%	2%	?	-2.6	i	-5%	17%	17%
> O=S(=O)(N=C1C=CC(=NS(=O)(=O)c2ccccc2)c2ccccc21)c1ccccc1
→ -5.8%	.	-1%	?	-0.4	i	.	6%	.
> CCOc1ccc2nc(N3CCCC(C(=O)NCc4ccc(C)cc4)C3)sc2c1 (centres undefined)
→ 3.7%	.	.	3%	.	.	?	.	-2%
> CC1=C(c2ccccc2)C(O)(c2ccccc2)C(C)C1=O (centres undefined)
→ -1.6%	.	-20%	-18%	0.2	i	-13%	5%	-13%
> CC(C)CN1C(=O)C(=O)N(CC(=O)NC(C)CCc2ccccc2)C1=O (centres undefined)
→ 0.0%	2%	1%	-8%	-0.4	i	?	-3%	1%
> Cc1cc(Nc2ccccc2O)nc(C)n1
→ 18%	.	.	-2%	.	.	19%	.	-2%
> Oc1ccc(Cl)cc1C1=NCCNC(C(F)(F)C(F)F)=C1
→ -0.4%	-1%	-3%[57.1 µM]	0%	1.2	i	0%	-5%	2%
> O=C(CCCCCN1C(=O)CCC1=O)NCc1ccccc1
→ 0.4%	1%	23%	-7%	1.3	i	1%	1%	-4%
> COc1ccccc1N1CCN(C(=O)c2c(C)cc(=O)oc2C)CC1
→ -0.8%	2%	-3%	-3%	0.2	i	-9%	0%	0%

3 entries out of the list, sorted by formula weight, lowest first:
Each structure is followed by: Nrf2 activator	Mm-Cpn inhibitor	EPAC2 antagonist	TGFb SMAD3 inh	CCT modulator	Akt phos inh	Nrf2 inh	EPAC2 ag	A549 viability
> Oc1ccc(Cl)cc1C1=NCCNC(C(F)(F)C(F)F)=C1
→ -0.4%	-1%	-3%[57.1 µM]	0%	1.2	i	0%	-5%	2%
> Cc1cccc(NC(=S)N2CCC(NC(=O)C3CCCCC3)CC2)c1
→ -0.5%	-1%	6%	30%	1.2	i	7%	4%	2%
> O=C(CCS(=O)(=O)c1ccc2c(c1)NC(=O)CS2)NCCc1ccccc1
→ -0.9%	1%	2%	-2%	-0.8	i	-4%	8%	8%
